Abeta yeast res: qHTS for compounds that reverse cellular toxicity of Amyloid beta (A-beta) peptide in yeast: Primary Screen. yeast expressing A-beta42, growth rescue, OD600, 48 h; response scale: 0% DMSO, 100% iron-clioquinol control. Potency, µM (doses to about 46.1 µM), for the others: top-dose growth rescue, most hits filed as activators. 0.063% of 410,000 active; further: potency means the concentration at half of the fitted maximal effect; nearly all actives have a fitted effect of over 55% in size
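Growth rescue measured by 600 nm absorbance after 48 h yeast culture at 30 C with compound. Values normalized between DMSO and an equimolar ferric chloride plus clioquinol control.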
MmCpn inh: Inhibitors of TCP-1 ring complex (TRiC) of Methanococcus maripaludis (MmCpn): qHTS. purified Mm-Cpn ATPase, ADP Transcreener TR-FRET. 0.031% of 330,000 active. Potency, µM (series often up to 76.9 µM), for the others: at the top dose activity, negative = inhibition, most hits filed as inhibitors. AID 504842, 2011; further: potency means the concentration at half of the fitted maximal effect; on the % scale 0 is the no-effect control and ±100 the full control effect; nearly all actives have a fitted effect of over 80% in size
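ATPase read-out: TR-FRET ADP immunoassay (anti-ADP Eu cryptate vs ADP-d2), ex 320 nm, em 590/665 nm; signal drops as ADP forms. Enzyme 25 nM, ATP 10 uM, 30 min at 37°C after 10 min compound preincubation.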
Akt phos inh: HTS Assay for Inhibitors of Akt Phophorylation: Primary Screen; Neuro2A IGF-stimulated pAkt S473 HTRF, 20 min; active compounds read low; 0.32% of 360,000 active; activity change, % for hits at 50 µM; in the data active means activity change below about -80%; inconclusive means mostly about -51% to -80%; further: on the % scale 0 is the no-effect control and ±100 the full control effect
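Neuro2A cells (4,500/well, DMEM with 0.5% FBS) were treated with compound at a single 50 µM final concentration, stimulated with 6 nM IGF for 20 min at 37 °C, and lysed. Phospho-Akt Ser473 was read by HTRF as 665/615 ratio ×10^4.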
PTHR1 agonist: qHTS for PTHR1 Agonists: Primary Screen. HEK293 GP2 PTHR1 cells, GloSensor cAMP luminescence, 1 h. Potency, µM (series often up to 115 µM), without a hit: top-dose activation, most hits filed as activators. 0.075% of 410,000 active. AID 743266, 2014; further: potency means the concentration at half of the fitted maximal effect; nearly all actives have a fitted effect of over 55% in size; some results filed as inactive show a strong effect at the top dose; inactives centre near -15; many of its hits are not listed in these tables
Target sequence (Q03431 whole entry, looked up): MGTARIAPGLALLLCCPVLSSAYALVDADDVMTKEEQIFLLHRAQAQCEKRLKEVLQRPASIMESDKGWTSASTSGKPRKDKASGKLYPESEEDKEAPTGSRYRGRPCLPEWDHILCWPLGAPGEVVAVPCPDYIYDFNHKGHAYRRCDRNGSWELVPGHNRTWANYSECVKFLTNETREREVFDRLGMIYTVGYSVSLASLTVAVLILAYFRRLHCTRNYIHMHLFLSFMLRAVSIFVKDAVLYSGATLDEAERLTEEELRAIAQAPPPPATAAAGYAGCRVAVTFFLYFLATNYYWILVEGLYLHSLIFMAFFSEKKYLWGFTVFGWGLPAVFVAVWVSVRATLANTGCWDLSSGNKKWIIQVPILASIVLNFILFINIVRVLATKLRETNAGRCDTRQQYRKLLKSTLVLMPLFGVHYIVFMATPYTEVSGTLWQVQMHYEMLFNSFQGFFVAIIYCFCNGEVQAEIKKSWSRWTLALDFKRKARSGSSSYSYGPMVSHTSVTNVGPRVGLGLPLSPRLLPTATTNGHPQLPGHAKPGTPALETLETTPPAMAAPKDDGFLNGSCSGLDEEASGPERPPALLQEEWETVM
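HEK-293-derived GP2 cells expressing PTHR1 and a GloSensor cAMP reporter, 3,000/well, plated overnight, given luciferin plus IBMX (each 0.5 mM as added) for 1 h at 37 °C, then compound for 1 h at 37 °C. Luminescence was read after 15 min at room temperature.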
GLP1R cytotox: qHTS of GLP-1 Receptor Inverse Agonists: Cytotox Screen; HEK293 cAMP-luciferase reporter cells, luminescence, 24 h; Potency, µM (highest dose often 38.3 µM), for inactives: top-dose activity change, negative = inhibition, actives largely listed as inhibitors; 0.13% of 410,000 active; AID 624418, 2012;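 further: loss of luciferase light is scored as toxicity; potency means the concentration at half of the fitted maximal effect; on the % scale 0 is the no-effect control and ±100 the full control effect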
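Compound-treated cells are incubated 24 hr at 37 deg C under 5% CO2 after a 12 hour attachment period, then luciferase detection reagent is added and luminescence is measured following 12 min at room temperature; lowered signal indicates toxicity.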
FUS suppressor: qHTS for Suppressors of FUS Proteinopathy: Primary screen using FUS-linked yeast assay; S. cerevisiae FUS-expressing, growth rescue, OD600, 24 h; 0.24% of 390,000 active; Potency, µM (doses to about 76.6 µM), without a hit: at the top dose growth rescue (activation), usual class: activators;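 further: potency means the concentration at half of the fitted maximal effect; plate controls were DMSO vehicle for no effect and reference control for full effect; nearly all actives have a fitted effect of over 55% in size; some results filed as inactive show a strong effect at the top dose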
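Steps: raffinose overnight preculture; dilution to OD 0.005 in 2% galactose minimal medium; compound addition (concentration series); 24hr at 30C, 99% humidity; absorbance read at 600 nm.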
GLP1R inv ag: qHTS of GLP-1 Receptor Inverse Agonists (Inhibition Mode); Glucagon-like peptide 1 receptor (Homo sapiens), P43220; Potency, µM (titrated, usually from 38.3 µM), for the others: at the top dose activity change, negative = inhibition, actives largely listed as inhibitors; 1.6% of 410,000 active; AID 624417, 2012; HEK293 GLP-1R CRE-luciferase, luminescence, 24 h; GLP-1R form is constitutively active; further: potency means the concentration at half of the fitted maximal effect; on the % scale 0 is the no-effect control and ±100 the full control effect; nearly all actives have a fitted effect of over 55% in size
Target sequence (P43220 whole entry, looked up): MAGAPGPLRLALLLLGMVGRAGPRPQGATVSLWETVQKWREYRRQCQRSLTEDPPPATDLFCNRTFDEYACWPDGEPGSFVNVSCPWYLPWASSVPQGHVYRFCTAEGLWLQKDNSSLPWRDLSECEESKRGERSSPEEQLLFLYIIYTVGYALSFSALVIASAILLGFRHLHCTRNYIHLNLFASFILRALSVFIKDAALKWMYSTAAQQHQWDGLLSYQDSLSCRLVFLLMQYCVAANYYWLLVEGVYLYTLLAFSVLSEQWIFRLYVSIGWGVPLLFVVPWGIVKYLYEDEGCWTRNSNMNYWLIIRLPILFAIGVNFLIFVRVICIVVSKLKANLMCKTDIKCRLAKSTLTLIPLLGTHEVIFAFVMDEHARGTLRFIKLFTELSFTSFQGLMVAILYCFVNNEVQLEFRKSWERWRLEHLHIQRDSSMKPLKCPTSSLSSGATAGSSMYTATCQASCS
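HEK293 cells stably co-expressing constitutively active GLP-1R and a cAMP-responsive luciferase reporter were seeded in DMEM with 10% Nu serum, given compounds after 12 h, and incubated 24 h at 37 deg C. Luminescence was then read.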
TDP43 rescue: qHTS of TDP-43 Inhibitors | TDP-43 expressing yeast growth rescue, BacTiter-Glo, 24 h | Potency, µM (top dose mostly 46.1 µM), for inactives: top-dose growth rescue (activation), usual class: activators | 1.8% of 410,000 active | AID 652104, 2013; further: potency means the concentration at half of the fitted maximal effect; % of control where 0% means no effect; nearly all actives have a fitted effect of over 50% in size
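Galactose-induced TDP-43 yeast, OD600=0.02, compound pinned; 24 hr, 30 deg C; BacTiter-Glo luminescence for growth. Inhibitors of TDP-43 toxicity read as activators.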
aSyn rescue: qHTS of alpha-syn Inhibitors. Yeast expressing alpha-synuclein, growth rescue, BacTiter-Glo, 24 h. Potency, µM (titrated, usually from 46.1 µM), for inactives: at the highest dose growth rescue (activation), hits mostly activators. 0.14% of 370,000 active; further: potency means the concentration at half of the fitted maximal effect; % of control where 0% means no effect; nearly all actives have a fitted effect of over 65% in size
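Readout is rescue of growth in alpha-synuclein-expressing yeast, so inhibitors of toxicity appear as activators. Growth after 24 hr at 30 deg C in galactose medium is quantified by luminescence.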
* hit, by the source's call; i = inactive; ? = inconclusive; / = no result given; [ ] = remark or other dose. Unless noted, the call rests on the fitted dose curve; in most records, active means well fitted curve in the direction sought with a large enough effect; inconclusive means small, poorly fitted or top-dose-only effect, or another doubt; inactive means no such curve, though single readings can be large; an effect the other way counts as inactive or inconclusive. Not all compounds are listed; rates above refer to the full screens.

SMILES	Abeta yeast res	MmCpn inh	Akt phos inh	PTHR1 agonist	GLP1R cytotox	FUS suppressor	GLP1R inv ag	TDP43 rescue	aSyn rescue
Cc1c(NC(=O)CN2CCN(c3ccc(F)cc3)CC2)c(=O)n(-c2ccccc2)n1C	11%	-1%	i	i	?	2%	-12%	-21%	-6%
N#CC[C@H](Cc1ccccc1)N1CCN(CCc2ccccc2)CCC1=O	3%	0%	i	-21%	?	-8%	26%	21%	5%
O=C(Oc1ccc2c(c1)OCO2)c1ccc(F)cc1Cl	12%	0%	i	-39%[inhibitor]	-5%	19%	4%	26%	-4%
N#CC1=C(N)C(C#N)(C#N)[C@H](c2ccncc2)[C@H]2CC3(CC=C12)OCCO3	0%	-4%	i	i	-9%	30%	-10%	-6%	0%
COc1ccc(C(=O)CNc2ccccc2Br)cc1	-32%	-3%	i	-12%	9%	28%	18%	-1%	-8%
Cc1csc2ncc(C(=O)Nc3cccc(C(F)(F)F)c3)c(=O)n12	5%	?	i	-22%	10%	-19%	7%	19%	-3%
CCCNS(=O)(=O)c1ccc(CCC(=O)N2CCN(c3ccc(OC)cc3)CC2)cc1	-18%	0%	i	-35%[inhibitor][57.5 µM]	2%	5%	-9%	-18%	0%
COc1ccc(C2=CC(c3ccc(F)cc3)n3nnnc3N2)cc1 (configuration not stated)	-3%	-2%	i	i	343%[activator]	3%	0%	10%	-4%
COc1ccc(NC(=O)c2cc(-c3ccc(C)o3)nc3ccccc23)cc1OC	-81%[inhibitor]	0%	i	-27%	7%	?	4%	-26%	-15%
COc1cc(C2CC(=O)Nc3c2c(C)nn3-c2nncc(-c3ccc(C)cc3)n2)cc(OC)c1OC (configuration not stated)	-33%	/	/	i	-15%	-4%	-5%	-13%	/
COc1ccc(-c2cn(-c3ccc(OC)cc3)c(=S)[nH]2)cc1	26%	-13%	i	-13%	-7%	24%	12%	28%	-7%
C[C@@H](C(=O)NCCc1ccccc1)N1C(=O)N2CCc3c([nH]c4ccccc34)[C@@]2(C)C1=O	-35%[inhibitor]	-6%	i	-30%	3%	25%	?	35µM*	?
COc1cc(C#N)c(NC(=O)CN2CCC(C(N)=O)CC2)cc1OC	-10%	?	i	i	-11%	11%	0%	-6%	7%
COc1ccc(CCNS(=O)(=O)c2ccc(F)cc2)cc1OC	-12%	1%	i	-4%[57.5 µM]	10%	-14%	7%	1%	1%
O=C(O)C1=C[C@@H](c2ccc(Br)cc2)C[C@@H](OCCCCO)O1	-13%	/	i	-2%	2%	-10%	10%	20%	0%

Entries of single compounds from above.
O=C(Oc1ccc2c(c1)OCO2)c1ccc(F)cc1Cl as listed: Abeta yeast res: 12%; MmCpn inh: 0%; Akt phos inh: i; PTHR1 agonist: -39%[inhibitor]; GLP1R cytotox: -5%; FUS suppressor: 19%; GLP1R inv ag: 4%; TDP43 rescue: 26%; aSyn rescue: -4%
N#CC[C@H](Cc1ccccc1)N1CCN(CCc2ccccc2)CCC1=O as listed: Abeta yeast res: 3%; MmCpn inh: 0%; Akt phos inh: i; PTHR1 agonist: -21%; GLP1R cytotox: ?; FUS suppressor: -8%; GLP1R inv ag: 26%; TDP43 rescue: 21%; aSyn rescue: 5%

The listing continues:
SMILES	Abeta yeast res	MmCpn inh	Akt phos inh	PTHR1 agonist	GLP1R cytotox	FUS suppressor	GLP1R inv ag	TDP43 rescue	aSyn rescue
CCn1cc(CNC(=O)CCSc2nc(-c3ccco3)cc(C(F)(F)F)n2)cn1	6%	-3%	i	-4%[57.5 µM]	-12%	29%	0%	14%	-7%
CCOC(=O)N1CCN(CC(O)COc2ccc(CC)cc2)CC1 (configuration not stated)	12%	-5%	i	i	-2%	-15%	-26%	4%	3%
O=C(NCc1csc(-c2ccccc2)n1)c1cc(F)cc2c1OCOC2	-4%	5%	i	-19%	0%	-11%	19%	13µM*	6%
CCCCCCOc1ccc(N2C(=O)CC(N3CCC(C(=O)OCC)CC3)C2=O)cc1 (configuration not stated)	-24%	3%	i	-4%[57.5 µM]	-8%	-1%	5%	-22%	13%
O=S(=O)(NCc1cccs1)c1ccc(Br)cc1	5%	?	i	-41%[inhibitor]	31%[activator]	17%	?	13%	1%
O=S(=O)(NCC1CCCO1)c1ccc(Br)cc1 (configuration not stated)	-11%	1%	i	-46%[inhibitor]	4%	12%	-9%	10%	10%
O=C1CCC(OCc2ccccc2)CCN1[C@H](CSc1ccccc1)Cc1ccccc1 (some centres not stated)	-1%	/	i	i	1%	32%	?	20%	5%
CC(=O)Cn1ncc(N(C)Cc2ccccc2)c(Cl)c1=O	7%	0%	i	i	1%	-8%	-4%	-11%	5%
CN(C(=O)COC(=O)Cn1c(C(F)(F)F)nc2ccccc21)c1c(N)n(Cc2ccccc2)c(=O)[nH]c1=O	-5%	-3%	i	-5%	23%	24%	12%	-10%	0%
COc1cccc(NS(=O)(=O)Cc2ccccc2)c1	5%	0%	i	-4%[57.5 µM]	-1%	17%	0%	7%	7%
CCCc1nc2c(nnn2Cc2ccccc2)c(=O)[nH]1	-8%	1%	i	?	0%	-11%	0%	-26%	-4%
C#Cc1cccc(NC(=O)c2ccc(Cl)cc2Cl)c1	-12%	-1%	i	-27%	7%	-17%	?	10%	0%
CSc1cccc(NC(=O)c2cccc(N3CCCS3(=O)=O)c2)c1	4%	/	/	-19%	-5%	32%	-24%	13%	/
COc1ccc(S(=O)(=O)N2CCN(C(=O)N(C)C)C2C)cc1 (configuration not stated)	-11%	2%	i	i	-2%	-12%	-5%	-16%	-5%
O=c1cc[nH]c2cc(C(F)(F)F)ccc12	-5%	-4%	i	?	41%[activator]	-20%	0%	-23%	-2%
CCN1C(c2ccccc2)=C(c2ccccc2)S/C1=C/C=C1\SC(=S)N(C)C1=O	-19%	-1%	i	i	?	41%	-2%	-4%	-19%
CC(=O)N1CCc2ccc([N+](=O)[O-])cc21	7%	/	i	-4%	-5%	0%	22%	0%	13%
COc1ccc(/C=N/OCc2ccc(Br)cc2)c(OC)c1	-11%	-1%	i	i	34%	-14%	?	10%	-11%
CCOC(=O)c1ccc(NC(=O)Nc2ccccn2)cc1	7%	2%	i	-14%	-27%	1%	-10%	?	0%
Cc1c(Br)c(C(F)(F)F)nn1CC(=O)N1CCCC1	-8%	/	i	-18%[57.5 µM]	21%	-19%	12%	-23%	2%
COc1ccccc1C1N(c2cc(Cl)ccc2OC)C(=O)C2CCCN21 (configuration not stated)	5%	0%	i	i	-9%	-20%	-15%	4%	10%
O=C(Nc1cccc2ccccc12)c1cn(-c2ccccc2)nc1-c1cccs1	9%	?	i	-15%[57.5 µM]	-3%	7%	0%	-4%	3%
O=C1CCCN1c1ccc(N2CCCC2=O)cc1	-9%	-2%	i	24%	3%	-18%	14%	-4%	-5%
COC(=O)c1cc(OC)c(OC)cc1NC(=O)Cn1nnc(-c2ccccc2Cl)n1	4%	3%	i	-16%[57.5 µM]	?	-5%	2%	-9%	3%
COCCNC(=O)NC(=O)COC(=O)C1(c2ccc(Cl)cc2)CC1	4%	-1%	i	i	3%	12%	-12%	-12%[9.22 µM]	8%
C=CCN(C(=O)CNC(=O)c1ccco1)C(C(=O)NC1CCCC1)c1ccc(OC)cc1 (configuration not stated)	3%	0%	i	-20%	5%	8%	11%	6%	-3%
O=C(OCC(=O)N1CCC(Cc2ccccc2)CC1)c1cc(Cl)ccc1O	9%	?	i	-39%[inhibitor]	-8%	6%	?	1%	-5%
CCCCC(=O)NC1(C(F)(F)F)C(=O)Nc2c1c(=O)[nH]c(=O)n2-c1ccc(F)cc1 (configuration not stated)	0%	/	/	i	14%	-9%	16%	8%	/
O=c1c([N+](=O)[O-])c(O)c2ccccc2n1Cc1ccccc1	6%	0%	i	i	3%	-17%	-20%	-5%	6%
Cc1nc(-c2ccc(S(=O)(=O)Nc3ccc(OC(F)(F)F)cc3)cc2)co1	6%	/	/	-19%	-6%	-17%	?	?	3%
O=C(O)COCC(=O)Nc1ccc2c(c1)CCC2	-7%	0%	i	-5%	3%	11%	13%	-33%	2%
Cc1ccc(NC(=S)NCCC2=CCCCC2)cc1	27%	0%	i	-37%	?	2%	?	18%	1%
Cc1ccc(S(=O)(=O)Nc2cc(=O)[nH]c3c2CCC3)cc1	7%	-2%	i	-3%	1%	5%	2%	-14%[1.82 µM]	-2%
CCOc1ccccc1NC1=C(OC)C(=O)C(Nc2ccccc2OCC)=C(OC)C1=O	6%	/	i	i	-3%	/	-6%	20%	0%
O=C1c2ccccc2C(=O)N1c1cc([N+](=O)[O-])ccn1	4%	-3%	i	-22%	-4%	-3%	13%	-24%	0%
COc1ccc(Cl)cc1NC(=O)C1CCCN(S(C)(=O)=O)C1 (configuration not stated)	-16%	0%	i	-67%[inhibitor]	0%	-4%	23%	-17%	0%
CN(C)c1cccc(C(=O)NC2CCCc3ccccc32)c1 (configuration not stated)	0%	-3%	i	i	-15%	24%	?	-5%	-6%
CC12COC3(P(=O)(c4ccccc4)c4ccccc4)CC1CCC23CP(=O)(c1ccccc1)c1ccccc1 (configuration not stated)	3%	1%	i	-3%	-14%	55%	?	0%[9.22 µM]	-4%
O=C(c1noc2c1CSc1ccccc1-2)N1CCN(c2ccc(Cl)cc2)CC1	8%	1%	i	-7%	0%	-12%	9%	5%	-3%
Cc1ccc2onc(CC(=O)N3CCN(c4ccc(F)cc4)CC3)c2c1	3%	/	/	i	0%	26%	-21%	13µM*	/

Compound activity (PubChem)
